Assay outcomes as filed in PubChem BioAssay.
EBNA-1 inhibitor – EBNA-1 DNA-binding inhibitors, primary screen, biochemical, fluorescence polarization. 300,000 tested, 0.34% active. inhibition, % at 14.8 µM; in the data active = inhibition above about 28%
RPL19A-GFP yeast – RPL19A-GFP expression modulators in yeast, primary screen, cell-based, S. cerevisiae, multiplex flow cytometry, MLPCN. 330,000 tested, 0.3% active. percent response vs DMSO, % at 10 µM. AID 2025, 2009. S. cerevisiae RPL19A-GFP strain, 3 h; active compounds read low;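 active = percent response vs DMSO below 50%; inconclusive = fewer than 70 events counted for the yeast strain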;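 also: median channel GFP fluorescence of the barcoded RPL19A-GFP strain; ratio of sample median GFP to plate DMSO average so 100% = DMSO; lower means less RPL19A-GFP as with rapamycin TOR inhibition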
MEP2-GFP yeast – modulators of MEP2-GFP levels in yeast, primary screen, S. cerevisiae, multiplex flow cytometry, MLPCN library; S. cerevisiae MEP2-GFP strain, 3 h; 100% = DMSO control level; GFP response vs DMSO, % at 10 µM; 330,000 tested, 0.51% active; AID 2016, 2009;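 active = GFP response versus DMSO above a set limit, roughly screen mean plus 3 SD, cut at about 180% in these data; inconclusive = fewer than 70 cells counted for a yeast strain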;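 also: median GFP fluorescence of the barcode-gated MEP2-GFP cells per well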
AHR activator – AHR activators, primary screen, cell-based, luminescence, luciferase reporter, human; Aryl hydrocarbon receptor (Homo sapiens), P35869; AHR-responsive luciferase reporter cells; activation, % at 5 µM; 320,000 tested, 2.5% active; in the data active = activation above about 47%;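 also: 0% = vehicle wells and 100% = reference agonist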
LAP4-GFP MLPCN – modulators of LAP4-GFP expression in yeast, primary screen, S. cerevisiae, multiplex flow cytometry, MLPCN library; GFP response vs DMSO, % at 10 µM; 320,000 tested, 0.34% active; 3 h; median GFP as percent of DMSO wells;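 active = GFP response vs DMSO above a set limit, about the screen mean plus 3 SD, cut at about 150% in these data; inconclusive = under 70 cell events counted for the yeast strain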
procasp7 counter – procaspase-7 activators, primary screen, counter-screen for procaspase-3 activator project, biochemical, absorbance, HTS, human; Caspase-7 (Homo sapiens), P55210; 330,000 tested, 0.093% active; recombinant procaspase-7, Ac-DEVD-pNA absorbance 405 nm; D23A/D198A/D206A triple mutant, cannot self-cleave; scale: DMSO 0, 5 µM enzyme 100; activation, % at 8.5 µM;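 active = percent activation above the screen-wide mean plus 3 SD, cut at about 25% in these data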
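System: Uncleavable procaspase-7 mutant enzyme; Amount: 2 µM procaspase-7 mutant as dispensed; Schedule: 1 h compound preincubation, 2 h substrate cleavage, 25 °C; Measured by: 405 nm absorbance of p-nitroaniline; Evaluation: percent activation from buffer-corrected 0–120 min absorbance change; Control set: low DMSO alone, high DMSO plus 5 µM PC-7.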
ZTA counter – blocks Epstein-Barr virus ZTA, an EBNA-1 counter-screen. P03206. ZTA-DNA binding, fluorescence polarization. inhibition, % at 11 µM. 320,000 tested, 0.15% active. AID 2234; in the data active = inhibition above about 33%
proCasp3 act – activators of human procaspase-3 D3A mutant, primary screen, biochemical, absorbance, PC-3 D3A mutant, single concentration | Caspase-3 (Homo sapiens), P42574 | 330,000 tested, 0.11% active | AID 463141, 2010 | recombinant procaspase-3 D3A, Ac-DEVD-pNA absorbance 405 nm | activation, % at 8.5 µM;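 active = activation above the mean of all tested compounds plus 3 SD, cut at about 21% in these data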;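 also: 0% = DMSO alone and 100% = DMSO wells spiked with extra 5 µM PC-3 D3A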
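material = Procaspase-3 D3A mutant | probe or stimulus = Ac-DEVD-pNA | compound = single dose, 8.5 µM nominal compound, 0.8% DMSO | timing = 1 h preincubation, 2 h reaction | measured by = 405 nm absorbance of p-nitroaniline, reads at 0 and 120 min | benchmarks = DMSO-only low control, 5 µM PC-3 D3A high control | repeats = singlicate, each compound tested once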
Numbers without * were called inactive; u = inconclusive; x = not tested or not shown. Compounds were not picked by outcome (roughly 3.8% active in at least one column).

smiles | EBNA-1 inhibitor | RPL19A-GFP yeast | MEP2-GFP yeast | AHR activator | LAP4-GFP MLPCN | procasp7 counter | ZTA counter | proCasp3 act
CN(CC(=O)Nc1cccc(F)c1)CC(=O)N1CCCCC1 | x | 100 | 96 | 2 | 95 | 14 | 12 | 7
C/C(=N\NC(=O)Cc1c(C)[nH][nH]c1=O)c1ccc(Cl)c(Cl)c1 | 10 | 96 | 96 | 1 | 92 | -3 | -31 | 1
CC(C(=O)Nc1ccc(F)c(F)c1F)N(C)CC(=O)Nc1ccccc1Br (stereo unspecified) | 2 | 104 | 112 | 10 | 112 | 5 | 11 | -4
CC(C)c1onc(C(=O)NC2CCCC2)c1[N+](=O)[O-] | 9 | 101 | 99 | -1 | 98 | 1 | -2 | 1
O=C(NCCCN1CCOCC1)C(=O)NCc1ccccc1Cl | 5 | 97 | 98 | 2 | 92 | 5 | 0 | -11
COc1ccccc1N1CCN(C(=O)CN2C(=O)c3ccccc3S2(=O)=O)CC1 | 5 | 98 | 96 | 4 | 97 | -3 | 1 | -3
CCC1(C)NC(=O)N(/N=C/c2ccc(C)s2)C1=O (stereo unspecified) | -13 | 108 | 99 | 7 | 98 | -6 | 1 | -4
O=C(CNC(=O)c1ccco1)NNC(=O)c1ccc(Br)cc1 | x | 100 | 112 | 2 | 111 | -4 | x | 3
CCCCOC(=O)CCNc1n[nH]c(=O)[nH]c1=O | -7 | 106 | 102 | -2 | 96 | -7 | 1 | 6
CCc1c(C)c(C#N)c2nc3ccccc3n2c1NC | -5 | 94 | 94 | 21 | 80 | -4 | -22 | 3
O=C(NCc1ccc(OC(F)(F)F)cc1)C1CC(c2ccccc2C(F)(F)F)=NO1 (stereo unspecified) | 2 | 95 | 98 | 4 | 125 | 5 | -23 | 2
O=C(NCCc1ccc(Cl)cc1)C1CCC(=O)N1Cc1ccccc1Cl (stereo unspecified) | -9 | 101 | 99 | 0 | 99 | -7 | -4 | 0
O=C(CN1C(=O)c2ccccc2C1=O)OCCOCCN=C1NS(=O)(=O)c2ccccc21 | 5 | u | u | -2 | u | -6 | 9 | 3
COc1cccc(C2NC(c3cccc(OC)c3O)C(C)C(=O)C2C)c1O (stereo unspecified) | -10 | 98 | 101 | -3 | 103 | 11 | -11 | -1
CC(C)(C)S(=O)(=O)/C(C#N)=N/Nc1ccc(Cl)cc1 | -12 | 98 | 97 | -1 | 96 | 5 | -18 | -1
Cn1c(SCC(=O)Nc2nccs2)nnc1-c1cccnc1 | x | 93 | 97 | 8 | 96 | -1 | 7 | 8
CN(/N=C/C=C/c1ccccc1)c1cc(=O)n(C)c(=O)[nH]1 | -1 | 94 | 102 | 70* | 96 | -2 | 4 | -3
COc1cc(/C=N/OCC(=O)NC23CC4CC(CC(C4)C2)C3)ccc1OCc1ccccc1 | 5 | 111 | 106 | 6 | 99 | 3 | -5 | -3
O=C(Nn1c(SCc2ccc(F)cc2)nc2ccsc2c1=O)c1ccccc1 | 5 | 97 | 100 | 2 | 100 | -1 | 6 | -3
COc1ccc(C(=O)OCC(=O)NCCCc2ccccc2)c(OC)c1 | -2 | 102 | 108 | 14 | 102 | 11 | 2 | 9
O=S(=O)(c1ccccc1)c1nc(-c2cccc(Cl)c2)oc1N1CCOCC1 | -9 | 93 | 110 | 1 | 110 | 10 | -27 | -3
CCCCOc1ccc(/C=C/C(=O)OCC(=O)N2CC(=O)Nc3ccccc32)cc1OCC | -2 | 104 | 105 | 6 | 98 | 4 | 10 | -3
O=C(Cc1ccc([N+](=O)[O-])cc1)Nc1cccc(C(=O)N2CCCC2)c1 | x | 96 | 89 | 1 | 88 | 9 | x | 10
O=C(NC1CCCCCC1)c1cc2n(n1)C(C(F)(F)F)CC(c1ccco1)N2 (stereo unspecified) | 0 | 100 | 113 | 0 | 104 | 4 | -13 | 1
CC(C)(CNS(=O)(=O)c1ccc2ccccc2c1)N1CCOCC1 | x | 96 | 105 | 4 | 105 | 14 | -4 | 8
COc1ccc(N2CCN(C(=O)c3ccc(CS(=O)(=O)c4ccc(Br)cc4)o3)CC2)cc1 | -3 | 102 | 105 | 1 | 102 | 1 | -3 | -1
CC(=O)c1ccc(S(=O)(=O)N2CCN(c3ccccc3F)CC2)cc1 | 10 | 99 | 109 | -1 | 107 | -1 | 2 | -3
CCCn1nc([N+](=O)[O-])c(C(C#N)c2nc3ccccc3s2)c(Cl)c1=O (stereo unspecified) | 4 | 90 | 92 | 5 | 93 | -16 | 26 | -16
Cc1ccc(/C=N/n2cnnc2)s1 | 20 | 104 | 100 | -1 | 98 | 8 | 1 | 4
O=C(c1ccc(-c2ccccc2)cc1)N1CCN(c2ccccn2)CC1 | -20 | 99 | 99 | 1 | 98 | 11 | -12 | 7
COc1ccc(C(C(=O)NC(C)(C)C)N(Cc2ccco2)C(=O)CCC(=O)Nc2cc(C)on2)cc1 (stereo unspecified) | 7 | 97 | 96 | 1 | 106 | 5 | 10 | -2
COc1ccccc1NC(=O)CCC(=O)Nc1cc(OC)c(NC(=O)c2cccs2)cc1OC | -10 | 102 | 98 | 6 | 96 | 0 | 1 | -7
O=c1c2c3n(c(=O)nc2[nH]n1-c1ccccc1)CCCCC3 | 11 | 100 | 100 | 7 | 100 | 6 | -5 | 9
Cc1cc(-c2nnc(SCC(=O)Nc3ccc(F)c(F)c3)n2N)n[nH]1 | -4 | 101 | 109 | 6 | 98 | 1 | 3 | 7
Cc1ccc(OCCC(=O)OCC(=O)Nc2ccc3[nH]c(=O)[nH]c3c2)cc1 | 3 | 100 | 99 | 1 | 100 | 2 | 1 | 5
COc1ccc(C2Nc3ccccc3C(=O)N2O)cc1OC (stereo unspecified) | 2 | 97 | 100 | 12 | 93 | 4 | 20 | 7
Cc1ccccc1OCC(O)CNC1CCCC1 (stereo unspecified) | -23 | 103 | 104 | 3 | 87 | -8 | -6 | 0
COc1ccc(Cl)cc1N(C)C(=O)CCc1nc(-c2ccc(C)cc2)no1 | 3 | 97 | 100 | 3 | 106 | -5 | 16 | 2
COC(=O)NNC(=O)/C=C/c1ccccc1 | -3 | 99 | 98 | 0 | 91 | 12 | 7 | 2
CCC(Oc1ccccc1)C(=O)Nc1cc(Cl)ccc1-n1cncn1 (stereo unspecified) | -5 | 96 | 105 | 9 | 108 | 12 | -1 | 4
O=[N+]([O-])c1cc2c(c(CSc3nnc4ccccn34)c1)OCOC2 | -2 | 102 | 95 | 3 | 96 | 1 | -2 | 3
CC(=NC(C)C)C1=C(O)CCC1=O | -8 | 108 | 110 | 1 | 115 | 7 | 9 | 10
O=C(CC(c1ccccc1)c1ccccc1)Nc1nn[nH]n1 | 10 | 98 | 114 | -3 | 108 | 6 | -6 | 0
NC(=O)c1cc([N+](=O)[O-])ccc1NCc1ccc(N)cc1 | 6 | 98 | 97 | -10 | 122 | 0 | -5 | 2
COC(=O)C1=C(C(=O)OC)[C@@H]2N(C)c3ccccc3[C@@]23C[C@@H](C(=O)OC)N(C(=O)CC(C)C)C3=N1 | 8 | 107 | 94 | 3 | 99 | 9 | 13 | -1
Cc1ccc(-n2ccc(-c3nn(-c4ccccc4)ccc3=O)n2)cc1 | 0 | 100 | 94 | 4 | 99 | -4 | -22 | 4
COc1cc(CCC(=O)OCC(=O)c2ccc[nH]2)cc(OC)c1OC | x | 98 | 100 | 1 | 95 | -7 | -4 | 8
CN(CCOc1ccc(Cl)cc1)C(=O)c1ccc2c(=O)n3c(nc2c1)CCC3 | 6 | 96 | 101 | 0 | 94 | 4 | 15 | 3

Entries listed so far that have a cyano group:
smiles | EBNA-1 inhibitor | RPL19A-GFP yeast | MEP2-GFP yeast | AHR activator | LAP4-GFP MLPCN | procasp7 counter | ZTA counter | proCasp3 act
CCc1c(C)c(C#N)c2nc3ccccc3n2c1NC | -5 | 94 | 94 | 21 | 80 | -4 | -22 | 3
CC(C)(C)S(=O)(=O)/C(C#N)=N/Nc1ccc(Cl)cc1 | -12 | 98 | 97 | -1 | 96 | 5 | -18 | -1
CCCn1nc([N+](=O)[O-])c(C(C#N)c2nc3ccccc3s2)c(Cl)c1=O (stereo unspecified) | 4 | 90 | 92 | 5 | 93 | -16 | 26 | -16

Remaining list, next part.
smiles | EBNA-1 inhibitor | RPL19A-GFP yeast | MEP2-GFP yeast | AHR activator | LAP4-GFP MLPCN | procasp7 counter | ZTA counter | proCasp3 act
Cc1ccc(C(=O)Oc2ccc(C(=S)N3CCOCC3)cc2)cc1 | -8 | 100 | 105 | 0 | 107 | -10 | 0 | -5
C=CCN1CCCC1CNC(=O)c1cc2[nH]nnc2cc1OC (stereo unspecified) | 0 | 107 | 105 | -3 | 113 | -4 | 1 | 4
CCCOc1ccc(C(=O)NCCO)cc1 | -12 | 94 | 92 | 6 | 87 | -3 | 4 | -3
COc1ccc(S(=O)(=O)N2CCC(C)CC2)cc1Br | -9 | 93 | 92 | -1 | 98 | 10 | 6 | 3
COc1cc2c(cc1OC)C(c1cccc(F)c1)CC(=O)N2 (stereo unspecified) | 6 | 99 | 96 | 5 | 96 | 3 | -10 | 6
Cn1c(=O)c2[nH]c(CN3CCN(Cc4ccccc4)CC3)nc2n(C)c1=O | -5 | 90 | 93 | -3 | 90 | 14 | -4 | -3
O=C(Nc1ccc2c(c1)OCO2)C1CCCN(S(=O)(=O)Cc2ccccc2)C1 (stereo unspecified) | 3 | 99 | 98 | 12 | 90 | 5 | -10 | 6
CC(C)(C)c1ccc(OCCCn2ccnc2)cc1 | 10 | 103 | 107 | 27 | 89 | 3 | -13 | -3
CSc1oc(-c2ccc(F)cc2)nc1S(=O)(=O)c1ccc(F)cc1 | 10 | 93 | 94 | 8 | 95 | 6 | -4 | 5
CCOC(=O)/C=c1\s/c(=C(\C#N)C(=O)OCC)n(-c2ccccc2)c1=O | 6 | 95 | 104 | 3 | 93 | 2 | 5 | -10
Cc1c(Br)c([N+](=O)[O-])nn1CC(=O)N1CCN(C23CC4CC(CC(C4)C2)C3)CC1 | 11 | 101 | 94 | 0 | 100 | -3 | 2 | -1
CC1=C(C(=O)Nc2ccc(C(=O)N3CCN(c4cccc(Cl)c4)CC3)cc2)SCCO1 | 0 | 92 | 100 | 1 | 98 | -11 | 7 | 2
O=[N+]([O-])c1ccc(-n2cccc2/C=N/Nc2nc(N3CCCCC3)nc(N3CCCCC3)n2)cc1 | 1 | 94 | 93 | -1 | 99 | 4 | 1 | 5
COC(=O)C1C(c2ccccc2)C(C(=O)O)C1c1ccccc1 (stereo unspecified) | -2 | 97 | 99 | -3 | 97 | -2 | -2 | 6
Cc1ccc(-c2nc3ccc([N+](=O)[O-])cc3[nH]2)cc1 | -8 | 99 | 107 | 0 | 105 | 3 | -5 | 7
COc1ccc(S(=O)(=O)N2CCC(CN3C(=O)c4cccc5cccc(c45)C3=O)CC2)cc1 | 11 | 101 | 101 | -4 | 100 | 9 | 2 | 6
